# Compound activity from PubChem.
# Imprint erasure – qHTS Assay for Compounds that Induce Erasure of Genomic Imprints | Potency, µM (doses to about 60.7 µM), without a hit: at the top dose activity change, positive = activation, actives largely listed as activators | AID 1948, 2009 | mouse ES Peg3-LacZ reporter, beta-gal luminescence, 40 h | 110,000 compounds, 0.02% hits;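 further: 0% = negative control wells on the plate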
#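 Each well holds 300 Peg3LacZ-Neo (maternal) female ES cells incubated 40 h at 37C, 5% CO2. LacZ is measured by BetaGlo luminescence, with AC50 and maximum efficacy derived from dose-response curves.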
# p53ts 32C tox – qHTS Screen for Compounds that Selectively Target Cancer Cells with p53 Mutations: Cytotoxicity of p53ts Cells at the Permissive Temperature; H1299-p53A138V at 32C, ATP luminescence viability, 24 h; Potency, µM (top dose mostly 46.1 µM), inactives show at the top dose activity change, negative = cytotoxicity, actives largely listed as cytotoxic; 130,000 compounds, 0.93% hits; AID 924, 2007;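 further: 0% = DMSO and -100% = full killing by reference compound; nearly all actives have a fitted effect of over 55% in size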
#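 ATP-content luminescence (ATPlite) read-out after 24 h compound exposure at 32C in H1299-p53A138V cells (600/well). Tested up to 46 uM. Normalized to DMSO (0%) and 100 uM tamoxifen (100% killing); Hill-fit AC50.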
# IkB signaling – IkB Signaling; AID 445, 2006; ABC-DLBCL IkBa-CBG/CBR dual luciferase ratio, 4 h; response scale: scaled: untreated 0%, proteasome inhibitor 100%; 110,000 compounds, 0.04% hits; Potency, µM (highest dose often 57.1 µM), without a hit: top-dose IkBa stabilization activation; active means well fitted curve in the direction sought with a large enough effect in the signal ratio, not every such curve was filed as active; inconclusive means small, poorly fitted or top-dose-only effect, or a change in a side signal; the % refers to the signal ratio;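 further: the direction sought is a rising ratio; 0% = basal untreated cells and 100% = reference inhibitor full response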
#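 Luminescence ratio of IκBα-fused green versus native red beetle luciferase in OCI-Ly3 cells, 4 h post-doxycycline with compound; red signal alone, scaled from basal (0%) to zero light (-100%), flagged nonspecific or cytotoxic effects.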
# p53ts 39C tox – qHTS Screen for Compounds that Selectively Target Cancer Cells with p53 Mutations: Cytotoxicity of p53ts Cells at the Nonpermissive Temperature; H1299-p53A138V viability at 39C, ATP luminescence, 24 h; Potency, µM (top dose mostly 46.1 µM), for the others: at the highest dose activity change, negative = cell killing, actives largely listed as cytotoxic; 130,000 compounds, 1.5% hits; AID 902, 2007; further: nearly all actives have a fitted effect of over 55% in size
# Numbers without * were called inactive; ? = inconclusive; / = not tested or not shown; [ ] = dose if it differs, or a comment. Unless noted, the call rests on the fitted dose curve; in most records, active means well fitted curve in the direction sought with a large enough effect; inconclusive means small, poorly fitted or top-dose-only effect, or another doubt; inactive means no such curve, though single readings can be large; an effect the other way counts as inactive or inconclusive. Unless noted, on the % scale 0 is the no-effect control and ±100 the full control effect; potency means the concentration at half of the fitted maximal effect.
structure | p53ts 32C tox | IkB signaling | Imprint erasure | p53ts 39C tox
Cc1ccc(NC(=O)c2cnn(-c3ccc(C)c(C)c3)c2C2CCN(C(=O)OC(C)(C)C)CC2)c(C)c1 | 25% | 1.1% | -15%[10.9 µM] | 23%
COc1ccc(N2C(=O)C3CCCN3C2c2cc(OC)c(OC)c(OC)c2)cc1 (stereo unspecified) | 0% | -2.7% | -12% | 12%
CCOc1ccc(CCNC(=O)c2[nH]c3cc(OC)ccc3c2Sc2ccccc2)cc1OCC | 2% | ? | -8%[10.9 µM] | -9%
CCCC1=Nc2cc(C(=O)NCc3ccccc3)ccc2Sc2ccccc21 | 15% | ? | -19%[10.9 µM] | -23%
O=c1c2ccccc2c(C=NCCCN2CCOCC2)c(O)n1Cc1ccccc1 | 0% | 0.3% | -12% | 4%
N#Cc1nc(COc2ccccc2)oc1N1CCCCC1 | -4% | -3.3% | -17% | -6%
CC(C)C(=O)OCc1cc(=O)n2nc(C3CCCCC3)sc2n1 | 0% | ? | -14%[10.9 µM] | ?
CCN(CC)CCNC(=O)c1cn(C)c2ccc(S(=O)(=O)N(C)C3CCCCC3)cc2c1=O | -12% | -0.5% | -19% | -10%
COc1ccc(CN(C(=O)Cn2nnc3ccccc32)C(C(=O)NC(C)(C)C)c2ccco2)cc1 (stereo unspecified) | 4% | 2.6% | -4% | -10%
Cc1ccc(NC(=O)/C(C#N)=C/c2cc(C)n(-c3ccc(F)cc3)c2C)cc1C | 8% | 0.9% | -6%[10.9 µM] | 3%
CCOc1ccc(N(CC)S(=O)(=O)N2CCCC(C(=O)NCCc3ccccc3OC)C2)cc1 (stereo unspecified) | -2% | 1.0% | -15%[10.9 µM] | -9%
CCCCCCC(=O)O | -10%[1.84 µM] | -0.7% | 8% | 4%
CCOc1ccc(NC(=O)CSc2nc(C)c(C(=O)Nc3ccccc3)c(-c3ccc(Cl)cc3)c2C#N)cc1 | 10% | -0.1% | -14%[10.9 µM] | 28%
O=C(CSc1nnc2c(Cl)cc(Cl)cn12)N1CCN(S(=O)(=O)c2ccccc2)CC1 | -9% | 2.1% | -12% | 10%
Cn1c(-c2ccc(Cl)cc2)cnc1N | 48%[activator] | -0.4% | -2% | -8%
Cc1ccc(S(=O)(=O)N2CCC(C(=O)OC(C)C(=O)NCc3ccc4c(c3)OCO4)CC2)cc1 (stereo unspecified) | 0% | 0.4% | -2% | -11%
COc1ccc2ccccc2c1CN1CCN(C)CC1 | 7% | / | / | -5%
Brc1ccc(CN2CCc3nc(Nc4ccccc4)ncc3C2)s1 | -13% | -1.4% | -10%[10.9 µM] | ?
CC(C)CNC(=O)C1C2C=CC(C2)C1C(=O)O (stereo unspecified) | -1% | -0.3% | -7% | 2%
CN(C)CCCNC(=O)C1CCNCC1 | 4% | -0.1% | -7% | 8%
CCNC(=O)CC1C(=O)N(c2ccc(F)cc2)C(=O)N1CCC(C)C (stereo unspecified) | -7% | -0.5% | 3% | 3%
Cc1ccc(-n2[nH]c(C)c(/C=N/n3c(C)nc4ccccc4c3=O)c2=O)cc1 | 24% | -0.9% | -13% | 15%
CC(C)(C)c1ccc(S(=O)(=O)N2CCN(Cc3noc(CCC(=O)N4CCCCC4)n3)CC2)cc1 | -2% | 3.0% | -6%[10.9 µM] | -23%
COc1ccc(N2C(=O)C3CCCN3C2c2ccccc2OC)cc1 (stereo unspecified) | -6% | -2.6% | -2% | -4%
CN1CCN(C(=O)C(=O)Nc2c3c(nn2-c2cccc(Cl)c2)CSC3)CC1 | 1% | -0.3% | 14%[10.9 µM] | 4%
Cc1cc(NCCCn2ccnc2)n2c(nc3ccccc32)c1C#N | 0% | -3.1% | -3% | 10%
CCN(CC)c1ccc(-c2nc(-c3ccccn3)no2)cc1[N+](=O)[O-] | -6% | 1.5% | -4%[10.9 µM] | -10%
COc1ccc(-c2nc3cnc(Oc4cccc(Cl)c4)nc3n(C3CC3)c2=O)cc1 | -20% | -1.3%[11.4 µM] | -3% | -25%
COc1cccc(C2C3=C(N=C4SCC(=O)N42)c2ccccc2CC3)c1OC (stereo unspecified) | 6% | 1.9% | -11% | -3%
CC(=O)NC1(c2nnnn2CCOC(=O)Nc2ccc(Cl)cc2)CCCCC1 | 0% | 0.2% | -7% | -12%
COc1ccc(C(=O)Oc2c(Sc3ccccc3)c(C)nn2-c2ccccc2)c(OC)c1 | ? | ? | -12%[10.9 µM] | ?
COCCNC(=O)C(c1ccc(C)o1)N(C(=O)c1snc(C(N)=O)c1N)c1ccc(C)cc1 (stereo unspecified) | 11% | ? | -1% | 3%
COc1ccccc1CNC(=O)CCCCn1c(=O)c2ccccc2n(Cc2ccccc2C)c1=O | -2% | 8.5% | -19%[10.9 µM] | -3%
CSCCC(NC(=O)c1occc1C)C(=O)O (stereo unspecified) | -2% | 4.9% | -2% | 7%
CC(=O)c1sc(NC(=O)C2(F)C(F)(F)C(F)(F)C(F)(F)C(F)(F)C2(F)F)nc1C | 30% | ? | -29% | 10%
CSc1ccc(CCNC(=O)c2ccc3c(c2)c(C)c(C)n3Cc2ccc(F)cc2)cc1 | 6% | -2.9% | ? | 3%
Cc1ccc2[nH]c(=O)c3cc(C(=O)N4CCN(C(=O)c5ccco5)CC4)sc3c2c1 | 9% | 0.7% | -31%[inhibitor] | -10%
c1ccc(CNc2nc(N3CCOCC3)nc(N3CCOCC3)n2)cc1 | -4% | / | / | 17%
Cc1ccc(NCc2nnc(SCc3ccc(C#N)cc3)n2Cc2ccco2)c(C)c1 | 14% | ? | -5% | -9%
Cc1cc(C)nc(N(C#N)Cc2ccccc2)n1 | 7% | -0.5% | -19% | 7%

# Compounds from the list above that contain a COOH group, in the order listed:
structure | p53ts 32C tox | IkB signaling | Imprint erasure | p53ts 39C tox
CCCCCCC(=O)O | -10%[1.84 µM] | -0.7% | 8% | 4%
CC(C)CNC(=O)C1C2C=CC(C2)C1C(=O)O (stereo unspecified) | -1% | -0.3% | -7% | 2%
CSCCC(NC(=O)c1occc1C)C(=O)O (stereo unspecified) | -2% | 4.9% | -2% | 7%

# Carrying on.
structure | p53ts 32C tox | IkB signaling | Imprint erasure | p53ts 39C tox
COc1ccc(Oc2ncc3nc(C)c(=O)n(Cc4cccs4)c3n2)cc1 | 9% | 3.0%[11.4 µM] | / | -2%
Cc1ccc(CNC(=O)C2CCN(Cc3nc(-c4cccc(Br)c4)oc3C)CC2)cc1 | -5% | ? | -15%[10.9 µM] | -10%
Cc1ccc(NC(=O)CN2C(=O)CSc3ccc(S(=O)(=O)N4CCCC4)cc32)cc1F | 7% | -0.2% | -13%[10.9 µM] | 3%
O=C(Cn1cnc2sc(-c3ccccc3)cc2c1=O)N1CCOCC1 | 0% | -5.6% | -5% | 5%
COc1nc2cc(C)ccc2cc1-c1noc(-c2cccnc2)n1 | -1% | -2.8% | 3% | 4%
COc1ccc(Cn2c(C(=O)O)c(CNCc3cccs3)c3ccc(C)cc32)cc1 | 1% | -1.0% | 9%[10.9 µM] | -20%
CCCc1[nH]n(-c2nc3ccccc3s2)c(=O)c1C=NCC1CCCO1 (stereo unspecified) | -7% | ? | 7% | -25%
Cn1c(SCc2cccc(F)c2)nc2c([nH]c3ccccc32)c1=O | 2% | 0.2% | -4%[10.9 µM] | -23%
Cc1ccc(Cl)cc1NC(=O)COC(=O)C12CC3CC(CC(C3)C1)C2 | -4% | / | / | 3%
Cc1cc(C(=O)CN2C(=O)CCC2=O)c(C)n1Cc1ccccc1 | -3% | 1.0% | -11% | -12%
CCc1ccccc1N(C(=O)Cn1nnc2ccccc21)C(C(=O)NCCOC)c1ccco1 (stereo unspecified) | 5% | 0.6% | -9% | 21%
O=C(O)[C@@H]1[C@@H](C(=O)NCc2ccncc2)[C@@H]2C=C[C@@H]1O2 | -3%[9.22 µM] | 1.0%[11.4 µM] | 0%[10.9 µM] | -8%[9.22 µM]
CCCCCc1nc2sc3c(c2c(=O)n1N)CCC3 | -2% | / | / | 7%
CC1(c2ccc(OC(F)F)cc2)NC(=O)N(CC(=O)Nc2ccc3c(c2)OCO3)C1=O (stereo unspecified) | -4% | 0.7% | -10% | -14%
COc1ccc(C(=O)Nc2nncs2)c(OC)c1 | -22% | -2.2% | -21% | -26%
Cc1cc(NC(=O)COn2nnc3ccccc32)no1 | -1% | -0.7% | 21% | -6%
COC(=O)C/C=C\[C@@H](C)[C@@H](/C=N\OC[C@@H](O)[C@H]1O[C@H]2OC(C)(C)O[C@H]2[C@@H]1O)OC | -3%[9.22 µM] | / | / | -3%[9.22 µM]
S=c1nc2ccccc2c2nc(-c3ccccc3)[nH]n12 | -14% | ? | -28% | -19%
O=C(c1ccc2ccccc2n1)N1CCN(c2ccccc2)CC1 | -3% | 1.2% | -4% | 2%
C=CCOc1ccc(/C=N/n2cncn2)cc1OC | 1% | -1.9% | -8% | -5%
O=C1CCCC2=C1C(c1ccc(Br)cc1)c1c([nH]c(=S)[nH]c1=O)N2 (stereo unspecified) | 7% | 0.8% | -7% | -8%
Cc1ccc2nc3ccc(N4CCN(C)CC4)nn3c(=O)c2c1 | 4µM* | -2.8% | -15% | ?
CC(=O)NCCNc1ncnc2ccc(-c3ccccc3C)cc12 | 2% | 2.3%[11.4 µM] | -8% | -10%
CCCC1C(c2ccco2)NC(c2ccco2)CC1(C)O (stereo unspecified) | -4% | ? | -23% | -11%
COc1cc(NC(=O)C2=CC(c3ccc(F)cc3)=NS(=O)(=O)N2C)cc(OC)c1OC | -24% | ? | 17%[10.9 µM] | ?
COc1cc2[nH]c(=O)n(CCCC(=O)N3CCN(c4cccc(C(F)(F)F)c4)CC3)c(=O)c2cc1OC | -4% | ? | -9%[10.9 µM] | 17%
CSc1cccc(NC(=O)C2CCN(C(=O)c3cnn(-c4ccccc4)c3-n3cccc3)CC2)c1 | 10% | 16% | -15%[10.9 µM] | -19%
CC(C)OC(=O)Cn1nnc2c(cnn2-c2ccccc2)c1=O | -4% | / | / | 5%
COc1cccc(/C=C(\C#N)c2nc3ccccc3c(=O)[nH]2)c1OC | 2% | -1.7% | -11%[10.9 µM] | 7%
CCOc1cccc(=O)c2c(C)n(Cc3ccco3)c(C)c12 | 5% | 0.6% | -16% | 5%
COCCNC(=O)CSc1c2c(nc3cc(Cl)ccc13)CCCC2 | ? | ? | 11%[10.9 µM] | ?
CCCn1c(=O)c2ccccc2n2c(SCC(=O)c3ccc(F)cc3)nnc12 | 3% | -2.3% | 1% | -4%
CCOC(=O)c1c(C)cc(O)cc1O | 12% | / | -8% | 8%
Cc1ccc(NCc2cccn2-c2nnc(N3CCC(C(=O)NCc4ccc(OC(C)C)cc4)CC3)s2)cc1 | -2% | ? | -13%[10.9 µM] | -12%
Cc1nc(-c2ccc(S(=O)(=O)Nc3ccc(C#N)cc3)cc2)co1 | 11% | 4.5% | 14%[10.9 µM] | -29%
CCOC(=O)CC(=O)Nc1ccc(Br)cc1C(=O)O | 7% | ? | -17% | 0%

# Individual results from the list:
# `COCCNC(=O)CSc1c2c(nc3cc(Cl)ccc13)CCCC2` | Imprint erasure: 11%[10.9 µM]
# `Cc1ccc(-n2[nH]c(C)c(/C=N/n3c(C)nc4ccccc4c3=O)c2=O)cc1` | IkB signaling: -0.9%
# `COc1ccc(-c2nc3cnc(Oc4cccc(Cl)c4)nc3n(C3CC3)c2=O)cc1` | p53ts 32C tox: -20%
# `COc1ccc2ccccc2c1CN1CCN(C)CC1` | p53ts 39C tox: -5%
# `CCOc1cccc(=O)c2c(C)n(Cc3ccco3)c(C)c12` | IkB signaling: 0.6%
# `COc1ccccc1CNC(=O)CCCCn1c(=O)c2ccccc2n(Cc2ccccc2C)c1=O` | IkB signaling: 8.5%
# `CCCc1[nH]n(-c2nc3ccccc3s2)c(=O)c1C=NCC1CCCO1` (stereo unspecified) | Imprint erasure: 7%

# 3 compounds already listed, ordered by the value under Imprint erasure, rising:
Molecule | Imprint erasure
CCOc1cccc(=O)c2c(C)n(Cc3ccco3)c(C)c12 | -16%
Cc1ccc2nc3ccc(N4CCN(C)CC4)nn3c(=O)c2c1 | -15%
CCOC(=O)c1c(C)cc(O)cc1O | -8%
